Source: PubChem BioAssay
AT treatment: candidate therapy for ataxia-telangiectasia; […] A-T fibroblasts, KAP-1 phosphorylation AlphaLISA; neocarzinostatin DNA damage 30 min before lysis; Potency, µM (titrated, usually from 57.5 µM), for the others: at the highest dose activation, usual class: activators; 320,000 tested, 0.19% active; AID 485349; note: potency is the fitted concentration of half-maximal effect; % of control where 0% means no effect; nearly all actives have a fitted effect of over 45% in size
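hTERT-immortalized A-T patient fibroblasts ([…]), 500 cells/well in OPTI-MEM, 1% FBS, got compounds for 60 min, then NCS for 30 min at 37C. Lysates were then assayed for phospho-KAP-1 by AlphaLISA (anti-pKAP1 donor, anti-KAP1 acceptor beads), 6 hr at 25C.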
TSHR antag: blocks TSH signaling through the human TSH receptor; P16473; 330,000 tested, 0.2% active; TSHR-expressing cells, TSH-stimulated cAMP HTRF, 2 h; stronger effect = lower value; activity change, negative = inhibition, % at 11.5 µM;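 active = activity change below a set negative limit, meaning inhibition stronger than a set level, cut at about -70% in these data; inconclusive = activity change between two set negative limits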; note: % is set by controls: 0 for no effect and ±100 for the full control effect
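Antagonism was scored as loss of TSH-driven cAMP in TSHR cells, stimulated with 4nM TSH (EC80) for 2 hours at 37 deg C and detected by homogeneous HTRF competition immunoassay.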
USP2a block: USP2a (human) protease inhibition; Potency, µM (series often up to 38.3 µM), without a hit: top-dose activity change, negative = inhibition, actives largely listed as inhibitors; 330,000 tested, 0.01% active; AID 463254; USP2 core, Ub-CHOP2 coupled fluorogenic reporter, 485/531;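 note: potency is the fitted concentration of half-maximal effect; plate controls were DMSO wells for no effect and full inhibition by NEM control for full effect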
Target sequence (O75604 whole entry, looked up): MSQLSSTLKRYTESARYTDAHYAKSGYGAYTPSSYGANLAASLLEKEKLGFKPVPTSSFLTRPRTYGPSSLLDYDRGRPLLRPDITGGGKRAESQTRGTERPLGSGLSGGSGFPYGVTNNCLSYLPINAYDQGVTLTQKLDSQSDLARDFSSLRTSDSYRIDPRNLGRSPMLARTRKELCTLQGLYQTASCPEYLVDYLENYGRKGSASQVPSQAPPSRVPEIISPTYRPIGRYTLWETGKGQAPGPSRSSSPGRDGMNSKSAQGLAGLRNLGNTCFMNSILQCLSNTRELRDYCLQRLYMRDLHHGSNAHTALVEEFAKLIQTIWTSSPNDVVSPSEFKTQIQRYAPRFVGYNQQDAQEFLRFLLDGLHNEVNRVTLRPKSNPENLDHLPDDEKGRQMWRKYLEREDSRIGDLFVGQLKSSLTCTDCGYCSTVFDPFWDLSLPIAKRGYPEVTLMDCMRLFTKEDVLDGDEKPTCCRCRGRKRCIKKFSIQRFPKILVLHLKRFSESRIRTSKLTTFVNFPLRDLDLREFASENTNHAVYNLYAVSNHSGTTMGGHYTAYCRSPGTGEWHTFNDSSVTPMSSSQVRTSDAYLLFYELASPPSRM
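Cell-free coupled assay: 10nM USP2 core preincubated 30min RT with compound in Tris-HCl pH 8.0/CaCl2/CHAPS buffer, then 25nM Ub-CHOP2 and 25nM reporter substrate; fluorescence (Ex 485/Em 531) read after 60min RT, normalized to NEM inhibition, concentration-response curves fitted.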
TRPV1 ag: agonists of human vanilloid receptor 1 (TRPV1); TRPV1-expressing cells, Fluo-8 calcium influx, agonist mode; activation, % at 8.33 µM; 320,000 tested, 0.19% active; Q8NER1; AID 540275; in the data active = activation above about 80%; inconclusive = between about 30% and that limit; note: 0% is about no effect
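Fluo-8 calcium influx in TRPV1-expressing cells, kinetic read (ex 480/em 520 nm). Compound added and read 3 min for agonist activity, followed by capsaicin at EC20 final and 2 min further read for enhancement.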
hERG WT inh: inhibitors of human wildtype KCNH2 potassium channel; AID 720551; Q12809; 340,000 tested, 0.37% active; U2OS, BacMam KCNH2, thallium flux FluxOr; stronger effect = lower value; activity change, % at 1.84 µM;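 active = maximum activity change below -70%; inconclusive = maximum activity change between -70% and -50%; inactive = maximum activity change above -50%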; note: % is set by controls: 0 for no effect and ±100 for the full control effect
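U2OS cells were transduced with wild-type KCNH2 virus (2.03 x 10^8 / mL) for 4 h at room temperature, then cultured overnight at 37 C. Thallium flux was read with FluxOr dye. Rate constants were normalized to DMSO controls.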
ELG1 repair inh: blocks ELG1-dependent DNA repair in HEK293T cells. Potency, µM (series often up to 46.1 µM), without a hit: at the top dose activity change, negative = inhibition, usual class: inhibitors. 330,000 tested, 2.3% active. HEK293T ELG1-luciferase reporter, luminescence, 16 h; DNA damage induced by 5-fluorouridine; note: potency is the fitted concentration of half-maximal effect; % is set by controls: 0 for no effect and ±100 for the full control effect; nearly all actives have a fitted effect of over 55% in size
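5-Fluorouridine DNA damage + compound/DMSO, 2,000 cells/well, 16 h, 37 °C/5% CO2. ONE-Glo, 30 min RT, luminescence. Readout = decrease in reporter signal.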
Mito fusion yeast: inhibitors of mitochondrial division or activators of mitochondrial fusion. Potency, µM (top dose mostly 46.1 µM), inactives show at the top dose growth rescue (activation), actives largely listed as activators. AID 485298. 320,000 tested, 0.23% active. S. cerevisiae fusion-defective mutant growth rescue, CellTiterGlo 48 h;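 note: potency is the fitted concentration of half-maximal effect; % of control where 0% means no effect; nearly all actives have a fitted effect of over 45% in size; temperature-sensitive fusion mutants such as fzo1-1 at 37 °C on non-fermentable ethanol glycerol medium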
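Temperature-sensitive fusion-defective S. cerevisiae (e.g. fzo1-1, mgm1-5) were grown with compound in YPEG medium (3% ethanol, 3% glycerol) for 48 hours at 37C. Growth rescue was measured as viability by CellTiterGlo luminescence after 10 minutes at ambient.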
KCNH2 3.1 inh: inhibitors of human KCNH2 3.1 potassium channel isoform. AID 720553. 340,000 tested, 0.95% active. U2OS KCNH2 3.1, thallium flux FluxOr; stronger effect = lower value. activity change, % (tested at about 1.8 µM);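 active = maximum activity change below -70%; inconclusive = maximum activity change from -70% to -50%; inactive = maximum activity change above -50%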;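 note: thallium influx rate constant from kinetic fluorescence after stimulation buffer; % is set by controls: 0 for no effect and ±100 for the full control effect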
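Thallium flux via FluxOr fluorescence (Red40 quencher, 45 min loading) in U2OS cells virally expressing the KCNH2 3.1 isoform (1.77 x 10^8 /mL virus, overnight at 37 C). Rate constants from 2-min kinetic reads post-stimulation, normalised to positive and negative controls.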
Eya2 phos inh: Eya2 (human) phosphatase inhibition; O00167; recombinant Eya2, OMFP fluorescence dephosphorylation (OMFP is methylfluorescein phosphate); Potency, µM (doses to about 76.9 µM), inactives show at the highest dose activity, negative = inhibition, actives largely listed as inhibitors; 330,000 tested, 0.006% active; note: potency is the fitted concentration of half-maximal effect; % is set by controls: 0 for no effect and ±100 for the full control effect
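Eya2 (0.2 uM) preincubated 10 min at ambient with compound, then OMFP substrate added at 50 uM; 10 min reaction in 50 mM HEPES pH 7.5, 50 mM NaCl, 5 uM MgCl2, 0.05% BSA, 1 mM DTT. Fluorescence read at Ex 485/Em 525 nm.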
TCR act: T cell receptor activation; primary human leukocytes, anti-CD3, IL-2 HTRF, 48 h; Potency, µM (titrated, usually from 9.22 µM), inactives show at the top dose activation of IL-2 secretion, most hits filed as activators; 330,000 tested, under 10 active; AID 504894; note: % of control where 0% means no effect
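48 hr co-incubation of compounds, a-CD3 beads and primary human leukocytes; IL-2 quantified homogeneously by HTRF with anti-IL-2 K and d2 conjugates.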
An asterisk follows results filed as active; ? = inconclusive; nt = not tested or not shown; [ ] = another dose, or the depositor's remark. Unless noted, calls come from the whole dose curve; as a rule, active = well fitted curve in the direction sought with a large enough effect; inconclusive = small, poorly fitted or top-dose-only effect, or another doubt; inactive = no such curve, though single readings can be large; an effect the other way counts as inactive or inconclusive. Not all compounds are listed, so the mix of outcomes need not match the whole.

Under each structure: AT treatment | TSHR antag | USP2a block | TRPV1 ag | hERG WT inh | ELG1 repair inh | Mito fusion yeast | KCNH2 3.1 inh | Eya2 phos inh | TCR act
1: COc1ccc(CC(=O)NCc2nn(-c3ccccc3)nc2C)cc1OC
 : 2% | 0 | 3% | ? | 0 | 0% | -2% | -180* | 12% | 10%
2: O=C1OC(N2C(=O)CC[C@H]2C(=O)Nc2ccc3c(c2)OCO3)c2ccccc21 (some centres not stated)
 : -1% | -27 | -1% | 1 | -1 | 13% | -7% | 3 | -12% | -3%
3: CCOC(=O)C(=Nc1ccc(Cl)cc1)NO
 : 9% | -1 | 3% | 0 | 0 | -12% | -3% | -25 | -3% | 0%[46.1 µM]
4: O=C(NC(C(=O)N/N=C/c1ccccn1)c1n[nH]c(=O)c2ccccc12)c1ccccc1 (configuration not stated)
 : 3% | 1 | 2% | 0 | 2 | -7% | -1% | 1 | 14% | 2%
5: CN1CCN(C(=S)c2ccc(-c3cc(Cl)ccc3Cl)o2)CC1
 : 11% | -4 | 6% | 9 | 9 | 16% | 27% | -2 | 2% | 3%
6: Cc1ccccc1CC(=O)Nc1ccc(S(=O)(=O)N2CCN(C)CC2)cc1
 : 31% | 5 | -3% | 4 | -2 | 9% | -1% | 5 | -21% | -2%
7: O=C(NCc1ccc2c(c1)OCO2)c1nc(Cn2cc([N+](=O)[O-])cn2)no1
 : -4% | -8 | 0% | ? | 14 | 5% | 6% | 2 | -10% | 2%
8: Cc1ccc(OCCn2c(=O)n(C)c3ccccc32)cc1
 : -2% | -12 | -1% | 7 | 2 | ? | 7% | -1 | 4% | -9%
9: CN(Cc1ccccc1)C(=O)c1[nH]cnc1C(=O)NC1CCN(C(=O)OC(C)(C)C)CC1
 : 2% | -7 | 2% | nt | -2 | ? | nt | 0 | 2% | -3%
10: O=C(Cc1ccc(Cl)cc1)NNC(=O)c1ccco1
 : 7% | -7 | 0% | 4 | 4 | 28% | -1% | -5 | -13% | 1%
11: Cc1cc(C(=O)NNC(=O)c2cccc(C(F)(F)F)c2)no1
 : -4% | -3 | -1% | 1 | 1 | -23% | -8% | -11 | 0% | 2%
12: COc1ccc(N(CCCN2C(=O)c3cccc4cccc(c34)C2=O)C(=O)c2cccs2)cc1
 : -1% | 4 | 0% | 2 | -1 | ? | 11% | -32 | -9% | -6%[46.1 µM]
13: O=c1c(C=NCCCn2ccnc2)c(-c2ccccc2)[nH]n1-c1nc2ccccc2s1
 : -9% | -4 | 2% | 3 | 15 | -5% | -3% | -13 | 2% | nt
14: COc1ccc(NS(=O)(=O)c2ccc(N3CC(O)=C(c4ccccc4)C3=N)cc2)cc1
 : ? | 25 | 0% | -3 | 2 | 0% | -7% | -4 | 4% | -2%
15: CCCc1c(C(=O)N/N=C(\C)CCc2ccc(OC)cc2)nnn1-c1nonc1N
 : -5% | -12 | 0% | 6 | -9 | -2% | -3% | 12 | 8% | -5%
16: Cc1cc(C)n(CCNc2nc3nonc3nc2N2CCCCC2)n1
 : -5% | 7 | 3% | 1 | 6 | 2% | 2% | 12 | 4% | -5%
17: CCOC(=O)c1c(NC(=O)C2CC2)sc(C)c1CC
 : 16% | -4 | 0% | 19 | 8 | -2% | 7% | -1 | -2% | 4%[46.1 µM]
18: C/C(=N\NC(=O)c1c[nH]c2ccccc12)c1ccc2c(c1)OCO2
 : 3% | -1 | 0% | 6 | nt | ? | -1% | -6 | -9% | 5%
19: Cc1c(C)c(C)c(CN2CCSCC2)c(C)c1C
 : 3% | -1 | 2% | 2 | 1 | 6% | 0% | -21 | -3% | -4%
20: Cc1[nH]n(-c2ccccc2)c(=O)c1/C=C1\C=NN=C1c1ccccc1
 : 19% | -17 | -1% | -4 | 9 | ? | 3% | -8 | -1% | 6%
21: COc1cc(/C=C/C(=O)c2ccc(C)c([N+](=O)[O-])c2)cc(OC)c1O
 : 3% | -8 | 1% | -2 | -6 | -5% | -6% | -21 | -1% | 3%[46.1 µM]
22: Cc1ccc(-c2nn3c(C)nnc3s2)cc1NC(=O)CSc1ccc(Cl)cc1
 : 3% | -11 | 5% | 0 | -5 | 21µM* | 2% | -11 | 3% | 3%[46.1 µM]
23: O=C(Nc1ccc2c(c1)OCCO2)C1CCN(S(=O)(=O)c2ccc3c(c2)OCCO3)CC1
 : -1% | -3 | 3% | 2 | 2 | 10% | -1% | 21 | -24% | -2%
24: COc1cc(OC)cc(-c2cc3cc(F)ccc3cn2)c1
 : 13% | -14 | 3% | nt | nt | ? | nt | nt | 9% | -4%
25: O=S1(=O)NC(=NCc2ccccc2)c2ccccc21
 : 1% | 16 | 1% | -1 | 2 | 4% | -1% | -1 | -13% | 0%
26: O=C(COC(=O)c1ccccc1O)NCC1COc2ccccc2O1 (configuration not stated)
 : 10% | -11 | -1% | 0 | 0 | -3% | 9% | 3 | -5% | 1%
27: O=C(O)C1CC(=O)N(c2ccc(F)c(F)c2)C1 (configuration not stated)
 : -4% | 5 | 2% | -3 | -10 | 15% | -4% | 18 | -2% | 2%
28: O=C(N/N=C/c1ccc([N+](=O)[O-])o1)c1cn2ccc3ccccc3c2n1
 : 1% | -6 | 10% | nt | 1 | -12% | -5% | -3 | 18% | 1%
29: O=C(/C(=C/O)N=Nc1cccc(C(F)(F)F)c1)c1ccccc1
 : 33% | 10 | -1% | 3 | 4 | ? | 9% | -17 | ? | -1%
30: COc1ccc(CC(=O)NNS(=O)(=O)c2ccc([N+](=O)[O-])cc2)cc1OC
 : 4% | 3 | 1% | 1 | -2 | 0% | -1% | -21 | -2% | -2%

Fetched by compound from above, five records:
Under each structure: AT treatment | TSHR antag | USP2a block | TRPV1 ag | hERG WT inh | ELG1 repair inh | Mito fusion yeast | KCNH2 3.1 inh | Eya2 phos inh | TCR act
24: COc1cc(OC)cc(-c2cc3cc(F)ccc3cn2)c1
 : 13% | -14 | 3% | nt | nt | ? | nt | nt | 9% | -4%
19: Cc1c(C)c(C)c(CN2CCSCC2)c(C)c1C
 : 3% | -1 | 2% | 2 | 1 | 6% | 0% | -21 | -3% | -4%
13: O=c1c(C=NCCCn2ccnc2)c(-c2ccccc2)[nH]n1-c1nc2ccccc2s1
 : -9% | -4 | 2% | 3 | 15 | -5% | -3% | -13 | 2% | nt
17: CCOC(=O)c1c(NC(=O)C2CC2)sc(C)c1CC
 : 16% | -4 | 0% | 19 | 8 | -2% | 7% | -1 | -2% | 4%[46.1 µM]
12: COc1ccc(N(CCCN2C(=O)c3cccc4cccc(c34)C2=O)C(=O)c2cccs2)cc1
 : -1% | 4 | 0% | 2 | -1 | ? | 11% | -32 | -9% | -6%[46.1 µM]

(cont.)
Under each structure: AT treatment | TSHR antag | USP2a block | TRPV1 ag | hERG WT inh | ELG1 repair inh | Mito fusion yeast | KCNH2 3.1 inh | Eya2 phos inh | TCR act
31: O=C(O)c1cccc(NCc2cccnc2)c1
 : nt | -2 | 3% | -5 | -1 | ? | -3% | 0 | 3% | -27%
32: COc1cc(C2c3c(oc4ccccc4c3=O)C(=O)N2Cc2cccnc2)cc(OC)c1OC (configuration not stated)
 : 5% | 2 | 3% | -15 | nt | 26% | 2% | nt | -6% | nt
33: COc1ccc(N2CCN(C(=S)Nc3ccc(C)cc3C)CC2)cc1
 : 3% | -9 | 1% | 4 | -2 | 2% | -6% | 21 | 9% | 6%
34: O=C(CSc1n[nH]c(-c2ccccc2)n1)Nc1ccc(Br)cn1
 : -5% | -5 | 1% | 6 | -8 | -9% | 30% | -11 | 0% | 0%[46.1 µM]
35: CCCOc1ccc(-c2nnc(-c3ccncc3)o2)cc1
 : 0% | -12 | 2% | ? | 8 | ? | 0% | 22 | 16% | 3%
36: COC(=O)[C@H](Cc1ccccc1)NC(=O)c1cc(COc2c(F)cccc2F)on1
 : 5% | 1 | -5% | 1 | -5 | ? | 15% | -2 | -1% | -3%
37: CCO/C(C)=N/n1c2nc3ccccc3nc2c2c(=O)n(CC(C)C)c(C)nc21
 : -5% | 19 | 2% | 3 | -8 | ? | 1% | 1 | 9% | -1%
38: O=[n+]1c2c(n([O-])c3c1CCC3)CCCC2
 : 3% | 10 | 1% | 1 | 3 | -2% | -1% | -7 | -11% | 0%
39: CNC(=S)N(CCCN(C)C)Cc1cc2cc3c(cc2[nH]c1=O)OCCO3
 : 2% | 26 | 1% | -2 | 1 | ? | 0% | 6 | 1% | 2%
40: CSc1nc(-c2ccccc2)nc(NC(=O)C(C)C)c1C(C)=O
 : 1% | -3 | -1% | 2 | nt | ? | -6% | -5 | -30% | 3%
41: O=C(NC1=NCCS1)c1cccc(OC(F)F)c1
 : -13% | 8 | -2% | 6 | -13 | ? | ? | 2 | ? | 1%
